HEK cytotox: Cytotoxic Profiling in HEK 293 Cell Line of Diverse Libraries Using Quantitative High-Throughput Screening; HEK 293 viability, ATP luminescence (CellTiter-Glo), 48-72 h; AID 1345083, 2018; actives 6.6% (n = 94,000); Potency, µM (highest dose often 115 µM), without a hit: top-dose activity change, negative = cytotoxicity, usual class: inhibitors; note: potency is the fitted concentration of half-maximal effect; nearly all actives have a fitted effect of over 60% in size
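Luminescence from cellular ATP, measured with CellTiter-Glo, indicates HEK 293 viability. Cells plated at 250 cells/well are treated with compound for 48 or 72 hr at 37 degree Celsius before reagent addition.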
Luciferase inh: Firefly luciferase inhibition profiling of diverse chemical library using quantitative high-throughput screening; Luciferin 4-monooxygenase (Photinus pyralis), P08659; purified P. pyralis luciferase, luminescence, biochemical; Potency, µM (top dose mostly 115 µM), without a hit: at the top dose activity change, negative = inhibition, actives largely listed as inhibitors; actives 2.5% (n = 76,000); AID 1347043, 2019; note: potency is the fitted concentration of half-maximal effect; nearly all actives have a fitted effect of over 65% in size
Target sequence (P08659 whole entry, looked up): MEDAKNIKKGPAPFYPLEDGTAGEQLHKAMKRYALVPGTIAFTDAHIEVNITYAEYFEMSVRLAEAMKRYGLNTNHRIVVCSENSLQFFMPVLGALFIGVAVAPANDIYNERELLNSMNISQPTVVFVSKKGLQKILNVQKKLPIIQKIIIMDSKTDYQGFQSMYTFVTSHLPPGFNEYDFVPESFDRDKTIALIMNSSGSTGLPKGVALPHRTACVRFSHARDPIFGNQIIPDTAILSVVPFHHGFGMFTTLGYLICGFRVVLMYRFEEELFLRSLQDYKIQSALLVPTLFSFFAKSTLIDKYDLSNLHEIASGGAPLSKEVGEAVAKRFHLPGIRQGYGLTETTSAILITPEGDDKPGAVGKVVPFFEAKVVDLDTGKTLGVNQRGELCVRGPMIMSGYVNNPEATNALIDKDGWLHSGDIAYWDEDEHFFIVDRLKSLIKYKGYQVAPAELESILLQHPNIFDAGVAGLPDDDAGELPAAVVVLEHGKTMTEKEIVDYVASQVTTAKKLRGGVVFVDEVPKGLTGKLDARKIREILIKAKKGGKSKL
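Cell-free enzyme assay, 10nM P. pyralis luciferase, luciferin and ATP each at 10uM. Inhibition profiled over a 6-point titration, read as luminescence.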
SNCA expr inhib: Primary qHTS assay for inhibitors of alpha-synuclein gene (SNCA) expression; actives 0.17% (n = 140,000); HEK-293 SNCA-luciferase knock-in, luminescence, 24 h; Potency, µM (highest dose often 57.2 µM), without a hit: at the highest dose activity change, negative = inhibition, hits mostly inhibitors;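 note: potency is the fitted concentration of half-maximal effect; plate controls were DMSO cells for no effect and cell-free wells for full effect; nearly all actives have a fitted effect of over 45% in size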
3T3 cytotox: Cytotoxic Profiling in NIH 3T3 Cell Line of Diverse Libraries Using Quantitative High-Throughput Screening | NIH 3T3 viability, CellTiter-Glo ATP luminescence, 48-72 h | Potency, µM (doses to about 96.7 µM), without a hit: at the top dose activity change, negative = cytotoxicity, hits mostly inhibitors | actives 4.3% (n = 94,000) | AID 1345082, 2018; note: potency is the fitted concentration of half-maximal effect; nearly all actives have a fitted effect of over 55% in size
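Luminescent ATP readout (CellTiter-Glo, 10 min RT) after 48 or 72 hr compound exposure of NIH 3T3 cells seeded at 400 cells/well in 1536-well format; quantitative HTS.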
SNCA viab count: GF-AFC viability counterscreen for inhibitors of alpha-synuclein gene (SNCA) expression | HEK-293-SNCA-luc viability, GF-AFC fluorescence, 24 h | Potency, µM (titrated, usually from 57.1 µM), for inactives: at the top dose activity change, negative = cytotoxicity, usual class: cytotoxic | actives 0.12% (n = 150,000);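 note: potency is the fitted concentration of half-maximal effect; 0% = DMSO-treated cells and -100% = medium-only wells without cells; nearly all actives have a fitted effect of over 30% in size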
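HEK-293-SNCA-luc cells (1500/well) plated 24 h, then exposed 24 h to a dilution series; GF-AFC added 30 min at 37C, fluorescence 405/540 nm; normalised to medium-only and DMSO wells, Hill fit.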
IP6K1 inhibitor: Primary qHTS assay for small molecule inhibitors of Inositol hexaphosphate kinase 1 (IP6K1) | Inositol hexakisphosphate kinase 1 (Homo sapiens), Q92551 | IP6K1 kinase, ADP-Glo luminescence, 2 h; active compounds read low | activity change, % (series mostly up to about 58 µM) | actives 0.81% (n = 140,000) | AID 1645851, 2021; in the data active = activity change below about -25%
Target sequence (Q92551 whole entry, looked up): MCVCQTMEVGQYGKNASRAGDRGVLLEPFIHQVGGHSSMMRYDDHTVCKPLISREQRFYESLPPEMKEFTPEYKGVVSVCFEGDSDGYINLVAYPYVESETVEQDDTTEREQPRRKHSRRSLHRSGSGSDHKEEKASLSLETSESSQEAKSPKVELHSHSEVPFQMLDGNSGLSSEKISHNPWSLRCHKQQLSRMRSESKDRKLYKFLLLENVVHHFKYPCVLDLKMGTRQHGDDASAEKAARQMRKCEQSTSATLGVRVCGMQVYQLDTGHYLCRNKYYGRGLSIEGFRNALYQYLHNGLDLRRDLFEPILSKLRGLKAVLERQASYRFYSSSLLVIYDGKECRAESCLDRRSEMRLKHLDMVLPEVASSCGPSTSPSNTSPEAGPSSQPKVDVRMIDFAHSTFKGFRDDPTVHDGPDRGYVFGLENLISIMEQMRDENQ
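ADP-Glo luminescence measures ADP made by human IP6K1 during a 2 h RT reaction with ATP/IP6 (mix at 1.3 mM/130 uM); top library doses 57.5 and 19.1 uM final.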
GPT2 inh: Primary qHTS assay for inhibitors of Glutamate pyruvate transaminase 2 (GPT2); Recombinant GPT2, coupled pyruvate oxidase/HRP Amplex Red fluorescence; Potency, µM (titrated, usually from 57.7 µM), inactives show at the highest dose activity change, negative = inhibition, most hits filed as inhibitors; Alanine aminotransferase 2 (Homo sapiens), Q8TD30; actives 0.25% (n = 100,000); note: potency is the fitted concentration of half-maximal effect; nearly all actives have a fitted effect of over 60% in size; many of its hits are not listed in these tables
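Fluorescence read-out: pyruvate from GPT2 turnover coupled to pyruvate oxidase, HRP and Amplex Red (0.2mM ThPP, 0.2U/mL PO and HRP, 50uM Amplex final). Substrates 250uM a-KG, 2mM L-alanine; enzyme 10ng/uL; 30 min RT.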
* marks the source's active call; other numbers are inactive results; i = inactive; ? = inconclusive; . = no result given; [ ] = another dose, or the depositor's remark. Unless noted, calls come from the whole dose curve; as a rule, active = well fitted curve in the direction sought with a large enough effect; inconclusive = small, poorly fitted or top-dose-only effect, or another doubt; inactive = no such curve, though single readings can be large; an effect the other way counts as inactive or inconclusive. Unless noted, % is set by controls: 0 for no effect and ±100 for the full control effect. This is a subset (hit frequency here may not be typical).

| Compound | HEK cytotox | Luciferase inh | SNCA expr inhib | 3T3 cytotox | SNCA viab count | IP6K1 inhibitor | GPT2 inh |
| --- | --- | --- | --- | --- | --- | --- | --- |
| COc1ccccc1Nc1c2c(nc3ccc(NC(=O)/C=C/c4cc(OC)c(OC)c(OC)c4)cc13)CCCC2 | . | . | ? | . | ? | -5 | . |
| Cc1ccc(CNC(=O)c2ccc3c(c2)nc(C)n3-c2cc(C)cc(C)c2)cc1 | . | . | ? | . | -29% | 9 | . |
| C[C@@H]1O[C@@H](O[C@H]2[C@H](OC(=O)[C@]34CCC(C)(C)C[C@H]3C3=CCC5[C@@]6(C)C[C@H](O)[C@H](O[C@@H]7O[C@H](CO)[C@@H](O)[C@H](O)[C@H]7O)[C@](CO)(C(=O)O)C6CC[C@@]5(C)[C@]3(C)C[C@H]4O)OC[C@H](O)[C@@H]2O)[C@H](O)[C@H](O)[C@H]1O[C@@H]1OC[C@@H](O)[C@H](O[C@@H]2OC[C@](O)(CO)[C@H]2O)[C@H]1O (some centres undefined) | . | . | . | . | ? | -1 | i[11.5 µM] |
| CCC(C(=O)NCc1nnc2c(-c3nc(C)no3)cccn12)c1ccccc1 (centres undefined) | -25% | -10% | -16% | -18% | 0% | 15 | i |
| COc1ccccc1NC(=O)c1c(C)oc2ccn(Cc3ccc(F)cc3)c(=O)c12 | ? | -8% | ? | ? | -16% | 25 | i |
| CC(C)c1nc2c(c(-c3ccc(Cl)cc3)n1)CN(C(=O)c1ccccc1Cl)CC2 | ? | . | -18% | ? | 2% | -6 | i |
| CNC(=O)c1cc(C2CC2)nc2onc(C3CCCN3C(=O)NC(C)C)c12 (centres undefined) | -11% | . | . | -2% | . | 3 | . |
| COc1ccccc1-c1noc(CCC(=O)N2CCc3c(nc4cc(-c5ccccc5)[nH]n4c3=O)C2)n1 | ? | -19% | 16% | -21% | 4% | 30 | i |
| CC(C)c1ccc(NC(=O)C2CCC(CNS(=O)(=O)c3ccc4c(c3)CCCC(=O)N4)CC2)cc1 (centres undefined) | . | . | -25% | . | -17% | -7 | . |
| O=C(CCn1cnc2onc(-c3ccc(F)cc3)c2c1=O)N1CCN(c2ccccc2F)CC1 | . | . | -6% | . | -4% | 26 | . |
| COc1ccc(CC(=O)N2CCC(c3n[nH]c(=O)n3-c3ccc(C)cc3)CC2)cc1Cl | 9% | -3% | 21% | ? | -12% | 0 | i |
| O=C1Cc2c(-c3ccccc3Cl)n[nH]c2CN1Cc1ccccc1 | ? | -21%[172 µM] | 43%[activator][87.6 µM] | ? | 4%[87.6 µM] | 11 | -3%[88.5 µM] |
| COc1ccccc1CNC(=O)c1ccc2c(c1)CC(=O)N2Cc1ccc(F)cc1 | ? | -6% | 4% | ? | 4% | -9 | -8% |
| O=C(C1CCCN([S+](=O)([O-])c2cccs2)C1)N1CCC(N2CCOCC2=O)CC1 (centres undefined) | -8% | . | 21% | -7% | -6% | 4 | -12% |
| CC(Cc1ccncc1)Nc1nccc(-c2cnn(-c3ccccc3)c2)n1 (centres undefined) | 40µM* | ? | 2% | ? | -16% | 0 | i |
| COc1ccc(-c2nc3c(c(SCC(=O)Nc4cc(C)cc(C)c4)n2)Cc2c(CO)cnc(C)c2O3)cc1 | . | . | -1% | . | -5% | 9 | . |
| Cn1ccnc1-c1ccc(N2CCC(CO)(CCOc3ccccc3)CC2)nn1 | ? | 40µM* | 5% | ? | -22% | 10 | -25% |
| Cc1ccc(NC(=O)C2CCCCC(=O)N2)cc1F (centres undefined) | 15% | 7% | 1% | i | 4% | 0 | -4% |
| Cc1cc(NC(=O)Nc2ccc(F)c(F)c2)n(-c2ccccc2)n1 | . | . | . | . | -11% | 4 | i |
| C[C@@H]1CN(C(=O)CCc2cnccn2)C[C@@]1(O)C1CC1 | i | -5% | 66%[activator] | -1% | 5% | 25 | i |
| COCC(=O)NCC12CCCC=C1NC(=O)CC2 (centres undefined) | 5% | -6% | -12% | 1% | 9% | -2 | -22% |
| CC(C)c1ccc(OCC(=O)c2ccc3c(c2)N(CCCC(=O)NCC2CC2)C(=O)CO3)cc1 | -33% | -8% | -14% | -13% | -1% | 0 | i |
| COc1ccc(N(CC(=O)N2CCc3ccccc3C2)S(=O)(=O)c2ccc(C)cc2)cc1Cl | . | . | -22% | . | -7% | 13 | . |
| CN(Cc1nc(-c2ccncc2)no1)C(=O)C1CNCCO1 (centres undefined) | i | -6% | -5% | -16% | -2% | 27 | -14% |
| O=C(O)CCC(=O)N1Cc2ccccc2CC2(CCCN(CC3CCCCC3)C2)C1 (centres undefined) | 0% | . | 5% | i | 0% | 4 | i |

Going on with the list:
| Compound | HEK cytotox | Luciferase inh | SNCA expr inhib | 3T3 cytotox | SNCA viab count | IP6K1 inhibitor | GPT2 inh |
| --- | --- | --- | --- | --- | --- | --- | --- |
| CCOc1ccc(C(c2c(O)cc(C)n(Cc3ccco3)c2=O)N2CCN(c3ccccc3)CC2)cc1 (centres undefined) | . | . | 12% | . | -1% | 29 | . |
| N#Cc1ccc(C(=O)NCc2nnc3ccc(-c4ccc(F)cc4)nn23)cc1 | 0% | 7% | 12% | -27% | ? | 45 | 0% |
| CN(C)Cc1nnc(C2CCN(C(=O)c3cn[nH]c3-n3cnnn3)CC2)n1C | -18% | -5% | -22% | -2% | 2% | 5 | i |
| COc1ccc(C(=O)N[C@H]2C[C@@H](Cc3cc(CN(C)C)on3)C2(C)C)cc1 | -19%[172 µM] | -4%[172 µM] | 2%[87.6 µM] | -16%[138 µM] | -2%[87.6 µM] | 3 | i |
| O=C([C@@H]1C[C@H](Oc2ccccc2)CN1C(=O)Cn1c(=O)oc2ccccc21)N1CCCC1 | -25% | -16% | 1% | -25% | 3% | -2 | -6% |
| COc1cccc(N2CC(C(=O)N3CCC(C(=O)NCC(F)(F)F)C3)NC2=O)c1 (centres undefined) | i | 1% | 8% | -7% | 6% | 22 | i |
| Cc1cccc(C(=O)N2C[C@@H](Oc3ccccc3)C[C@H]2C(=O)N2CCOCC2)c1 | -7% | 4% | -16% | -6% | -2% | 26 | i |
| CCCN(CCC)S(=O)(=O)c1ccc2c(c1)N(CC(=O)NCc1ccc(F)cc1Cl)C(=O)CS2 | . | . | ? | . | ? | 42 | . |
| COc1cc(NC(=O)N2CC[C@H](c3nc4ccccc4o3)C2)cc(OC)c1 | ? | -13%[172 µM] | 14%[87.6 µM] | ? | 4%[87.6 µM] | 7 | -10%[88.5 µM] |
| CC(=O)N1CCN(c2ccc3nnc(-c4cc(C(=O)N(C)C)ccn4)n3n2)CC1 | -22%[172 µM] | 13%[172 µM] | 2%[87.6 µM] | ? | 9%[87.6 µM] | 9 | -24%[88.5 µM] |
| CC(=O)c1ccc(NS(=O)(=O)c2ccc3c(c2)NC(=O)CCS3)cc1 | . | . | 24% | . | 2% | -6 | . |
| COc1ccc(-c2cc(-c3ccccc3)nc(SCC(=O)Nc3ccccc3F)c2C#N)cc1 | . | . | ? | . | ? | 27 | . |
| COc1ccc(NC(=O)CCCc2nnc3n(C(C)C)c(=O)c4sccc4n23)cc1Cl | . | . | 15% | . | ? | 43 | . |
| CN1C(=O)CCC2(CNC(=O)c3ccco3)CCCC=C12 (centres undefined) | 1% | 4% | 8% | -9% | 6% | -18 | i |
| COc1ccc(C(=O)N2CCN(C(=O)C3CCCCC3)C[C@@H]2C(=O)N[C@H]2CCCNC2=O)cc1 | -1% | 14% | 23% | -5% | 2% | 20 | -8% |
| COc1ccc(-c2ccc(C(=O)N3CCN(Cc4ccccc4)CC3)cc2)nn1 | ? | . | . | -30% | . | -1 | . |
| CCSc1nc2n(n1)C(c1ccc(C(=O)O)cc1)C(C(=O)Nc1ccccc1C)=C(C)N2 (centres undefined) | . | . | -2% | . | -20% | 20 | . |
| O=C(NCCc1cnccn1)c1cccc(S(=O)(=O)NC2CCOC2)c1 (centres undefined) | 1% | -6% | 6% | -24% | -12% | -16 | 2% |
| C=CCN(C)C(=O)[C@@H](C)C1CC[C@@]2(C)Cc3sc(NC(=O)C4CC4)nc3[C@@H](C)[C@@H]2[C@H]1O (some centres undefined) | i | 0% | 7% | -6% | 0% | 9 | i |
| CC(C)N1CCC2(CC1)CN(C(=O)c1cnccn1)Cc1ccccc1O2 | i | . | ? | -20% | -4% | -16 | i |
| O=C(Cc1c[nH]c2ncc(-c3ccccc3)cc12)NC1CC1 | ? | 0%[230 µM] | -22%[87.6 µM] | 89µM* | -9%[87.6 µM] | -17 | ? |
| CCOc1cc(C(=O)OCc2cc(=O)n3nc(C4CC4)sc3n2)cc(OCC)c1OCC | . | . | -16% | . | -8% | -10 | . |

Sorted by formula weight (rising): three of the compounds above.
| Compound | HEK cytotox | Luciferase inh | SNCA expr inhib | 3T3 cytotox | SNCA viab count | IP6K1 inhibitor | GPT2 inh |
| --- | --- | --- | --- | --- | --- | --- | --- |
| O=C(Cc1c[nH]c2ncc(-c3ccccc3)cc12)NC1CC1 | ? | 0%[230 µM] | -22%[87.6 µM] | 89µM* | -9%[87.6 µM] | -17 | ? |
| N#Cc1ccc(C(=O)NCc2nnc3ccc(-c4ccc(F)cc4)nn23)cc1 | 0% | 7% | 12% | -27% | ? | 45 | 0% |
| CC(=O)c1ccc(NS(=O)(=O)c2ccc3c(c2)NC(=O)CCS3)cc1 | . | . | 24% | . | 2% | -6 | . |

Whole records from above:
Results for CC(=O)N1CCN(c2ccc3nnc(-c4cc(C(=O)N(C)C)ccn4)n3n2)CC1 → HEK cytotox: -22%[172 µM]; Luciferase inh: 13%[172 µM]; SNCA expr inhib: 2%[87.6 µM]; 3T3 cytotox: ?; SNCA viab count: 9%[87.6 µM]; IP6K1 inhibitor: 9; GPT2 inh: -24%[88.5 µM]
Results for CCCN(CCC)S(=O)(=O)c1ccc2c(c1)N(CC(=O)NCc1ccc(F)cc1Cl)C(=O)CS2 → HEK cytotox: .; Luciferase inh: .; SNCA expr inhib: ?; 3T3 cytotox: .; SNCA viab count: ?; IP6K1 inhibitor: 42; GPT2 inh: .
